Bioassay records from PubChem BioAssay.
HT1080 IDH1KD tx – HT-1080 IDH1 knockdown cell toxicity (counter line). hit rate 2% among 360,000. Potency, µM (titrated, usually from 46.1 µM), inactives show at the highest dose activity, negative = toxicity, usual class: cytotoxic. HT-1080 IDH1 knockdown viability, ATP luminescence, 48 h. AID 686971;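 note: potency is the fitted concentration of half-maximal effect; 0% = DMSO wells and -100% = cell-free medium wells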
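In this qHTS, HT-1080 cells depleted of IDH1 are exposed for 48 h at 37 °C to compound titrations. Toxicity is scored from CellTiter-Glo luminescence, with DMSO as full viability and medium alone as none.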
KB-3-1 cytotox – KB-3-1 parental cell cytotoxicity; KB-3-1 viability, CellTiter-Glo ATP luminescence, 72 h; Potency, µM (highest dose often 46.1 µM), for inactives: at the top dose activity change, negative = cytotoxic, hits mostly cytotoxic; hit rate 1.4% among 400,000; note: potency is the fitted concentration of half-maximal effect; % is set by controls: 0 for no effect and ±100 for the full control effect; nearly all actives have a fitted effect of over 60% in size
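Cells are dispensed, compounds pinned in, plates held at 37 °C for 72 h, then CellTiter-Glo is added and luminescence read after 10 minutes. Cell line: parental KB-3-1 in phenol-red-free DMEM, 10% FBS.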
DRD3 agonist – activates the human D3 dopamine receptor. AID 652048. D3R DiscoveRx beta-arrestin cells, luminescence, 90 min. P35462. hit rate 0.58% among 410,000. max activation, %; in the data active = max activation above about 30%; note: 0% is about no effect; mostly tested at two doses, the higher about 12 µM
Target sequence (P35462 whole entry, looked up): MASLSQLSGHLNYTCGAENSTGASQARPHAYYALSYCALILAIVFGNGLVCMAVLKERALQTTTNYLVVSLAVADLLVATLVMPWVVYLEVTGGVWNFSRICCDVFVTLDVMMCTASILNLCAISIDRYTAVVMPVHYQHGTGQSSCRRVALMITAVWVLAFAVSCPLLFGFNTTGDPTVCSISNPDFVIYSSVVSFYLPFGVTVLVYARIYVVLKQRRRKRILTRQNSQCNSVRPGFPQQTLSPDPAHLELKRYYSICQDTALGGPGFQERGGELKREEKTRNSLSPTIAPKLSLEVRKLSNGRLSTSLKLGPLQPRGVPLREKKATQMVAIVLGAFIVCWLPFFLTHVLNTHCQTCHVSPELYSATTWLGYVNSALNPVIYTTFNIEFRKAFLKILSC
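Cells at 1500/well, incubated overnight, then treated with pinned compounds (dopamine as control) for 90 min at 37 degrees C. DiscoveRx reagent added for 30 - 60 minutes at room temperature; luminescence read.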
HEK293 tox – cytotoxicity counter-screen for GLP-1 receptor inverse agonists. HEK293 cAMP-luciferase reporter cells, luminescence, 24 h. Potency, µM (top dose mostly 38.3 µM), for the others: at the top dose activity change, negative = inhibition, hits mostly inhibitors. hit rate 0.13% among 410,000;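 note: loss of luciferase light is scored as toxicity; potency is the fitted concentration of half-maximal effect; % is set by controls: 0 for no effect and ±100 for the full control effect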
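Quantitative HTS format, 1536 wells, 200 cells/uL seeded. Compounds: 23 nL, 24 h, 37 °C. Detection: luciferase reagent, luminescence at 12 min RT; decreased signal taken as cytotoxic.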
SW480 rerep – DNA re-replication induction in SW480 cells | SW480 DNA re-replication, Hoechst DNA content imaging, 48 h | Potency, µM (top dose mostly 46.1 µM), for inactives: at the highest dose re-replication activation, usual class: activators | hit rate 1.8% among 340,000 | AID 624297; note: potency is the fitted concentration of half-maximal effect; % of control where 0% means no effect; nearly all actives have a fitted effect of over 55% in size
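Cells (250 per well) received 23 nL compound or DMSO by pin tool and were kept 48 hr at 37 C, 5% CO2. Nuclei were then stained with Hoechst for 40 min and scanned for DNA content.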
KB-V1 MDR tox – KB-V1 MDR subline cytotoxicity; KB-V1 MDR cells viability, CellTiter-Glo, 72 h; Potency, µM (doses to about 46.1 µM), inactives show at the highest dose activity change, negative = cytotoxicity, most hits filed as cytotoxic; hit rate 3.4% among 400,000; note: potency is the fitted concentration of half-maximal effect; % is set by controls: 0 for no effect and ±100 for the full control effect; nearly all actives have a fitted effect of over 60% in size
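KB-V1, DMEM (no phenol red) + 10% FBS; cpd pin-transferred, titration series; 72 h, 37 degrees C; CellTiter-Glo, luminescence. Data normalized, curve-fit.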
MCF10A rereplic – induces DNA re-replication in MCF 10a normal breast cells. MCF 10A DNA re-replication, Hoechst nuclear intensity, 48 h. Potency, µM (titrated, usually from 46.1 µM), without a hit: at the highest dose activity, positive = re-replication, usual class: activators. hit rate 2.9% among 350,000. AID 624296; note: potency is the fitted concentration of half-maximal effect; % of control where 0% means no effect; nearly all actives have a fitted effect of over 50% in size
IL-1B inflam inh – blocks inflammasome-driven IL-1 beta release. activity change, % at 57.5 µM. THP-1 LPS/ATP IL-1B secretion, AlphaLISA, 16 h; active compounds read low. hit rate 4.7% among 360,000; in the data active = activity change below about -50%; inconclusive = mostly about -30% to -49%; note: % is set by controls: 0 for no effect and ±100 for the full control effect
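THP-1 cells pretreated 1 hr with compounds (up to 57.5 uM final), then stimulated with LPS (250 ng/mL final) plus ATP (1.25 mM final); secreted IL-1B measured by AlphaLISA after 16 hr, decreased signal indicating inhibition.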
HT1080NT lethal – kills 2HG-producing HT-1080-NT fibrosarcoma cells. HT-1080-NT fibrosarcoma viability, CellTiter-Glo ATP luminescence, 48 h. Potency, µM (top dose mostly 46.1 µM), for the others: at the highest dose activity, negative = less viability, actives largely listed as cytotoxic. hit rate 1.6% among 360,000. AID 686970;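 note: NT is the 2HG producing partner of a matched IDH1 knockdown line; potency is the fitted concentration of half-maximal effect; 0% = DMSO-treated cells and -100% = media-only wells without cells; nearly all actives have a fitted effect of over 55% in size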
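HT-1080-NT; 750 cells/well; 5% FBS RPMI; 48 h compound, 37 degrees C; CellTiter-Glo luminescence; curve fitting and curve-class assignment.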
Numbers without * were called inactive; ? = inconclusive; nt = no result given; [ ] = dose if it differs, or a comment. Unless noted, calls come from the whole dose curve; as a rule, active = well fitted curve in the direction sought with a large enough effect; inconclusive = small, poorly fitted or top-dose-only effect, or another doubt; inactive = no such curve, though single readings can be large; an effect the other way counts as inactive or inconclusive. The order is random; 11% or so of the library scored in one or more.

SMILES	HT1080 IDH1KD tx	KB-3-1 cytotox	DRD3 agonist	HEK293 tox	SW480 rerep	KB-V1 MDR tox	MCF10A rereplic	IL-1B inflam inh	HT1080NT lethal
CCc1nnc(NC(=O)c2ccc(COc3ccccc3C)o2)s1	5%	-2%	2	-9%	3%	16%	-3%	54	3%
O=C1C2CC=C(Cl)CC2C(=O)N1CCCCCCN1C(=O)C2CC=C(Cl)CC2C1=O (stereo not given)	-8%	14%	-10	-15%	1%	?	?	11	1%
COc1ccc(OC)c(C(=O)Cn2nnc3ccccc3c2=O)c1	1%	7%	-4	-7%	2%	2%	-1%	-2	13%
Cc1ccc(C(=O)NCC(=O)OCC(=O)c2c(N)n(C)c(=O)n(C)c2=O)s1	12%	5%	3	0%	-1%	0%	-1%	21	3%
O=C(N/N=C/c1cccnc1)C12CC3CC(CC(C3)C1)C2	14%	11%	-1	2%	-2%	24%	-1%	6	8%
COc1ccc(OC)c(S(=O)(=O)NCc2ccccn2)c1	5%	1%	-4	10%	-7%	2%	9%	-2	-7%
CC(C)=CCCC(C)=CCN1C(=O)CN(C)C1=O	6%	-13%	3	-11%	nt	-13%	nt	54	10%
COc1ccccc1Cc1c(-c2ccc(F)cc2)nc2ccc(Cl)cn12	1%	0%	2	-7%	nt	10%	nt	26	-1%
COC(=O)c1c(N)[nH]c(C(=O)c2ccccc2)c1-c1ccc(Br)cc1	-28%	19%	-4	3%	nt	?	nt	34	7%
COc1ccc2cc(C(=O)O)n(CC(=O)c3ccccc3)c2c1	15%	?	-1	-6%	?	9%	-1%	0	12%
O=C(CSc1nc2ccc(Cl)cc2[nH]1)NCc1ccco1	-4%	5%	-4	-6%	-2%	?	?	-67*	-8%
Cc1ccc(S(=O)(=O)CC(=O)N2CCCC2)cc1	8%	13%	-2	9%	-9%	?	2%	-2	15%
CCCN(CCC)CC(O)COc1ccc2c(c1)OCO2 (stereo not given)	-1%	1%	-9	-7%	-27%	13%	0%	-19	-8%
Cc1cccc(/N=C/c2c(O)n(Cc3ccc4c(c3)OCO4)c(=O)c3ccccc23)n1	25%	?	7	10%[0.307 µM]	-7%	-4%	-1%	9	?
COc1cccc(C(=O)NC(C)CCc2ccccc2)c1 (stereo not given)	6%	13%	-10	-6%	?	27%	-6%	14	4%
Cc1ccc(N(C(=O)c2csnn2)C(C(=O)NC2CCCC2)c2cccnc2)c(C)c1 (stereo not given)	2%	?	5	2%	?	-7%	-17%	7	-7%
O=C(NCC(=O)N(CCN1CCOCC1)C(C(=O)NC1CCCC1)c1cccnc1)c1cccs1 (stereo not given)	16%	8%	-8	-22%	?	5%	?	8	13%
O=C(CSc1nnc(SCc2ccc(Cl)cc2)s1)N1CCOCC1	4%	12%	1	3%	-5%	-10%	10%	-17	11%
CC(C)COc1ccc(C(=O)N2CCN(CCc3ccccn3)CC2)cc1	nt	-23%	-12	-2%	nt	-21%	nt	nt	nt
Cc1ccccc1-c1nnc(SCC(=O)c2c(N)n(C3CC3)c(=O)[nH]c2=O)o1	0%	0%	-1	1%	-5%	0%	5%	-6	1%

Entries above that contain a Cl atom:
SMILES	HT1080 IDH1KD tx	KB-3-1 cytotox	DRD3 agonist	HEK293 tox	SW480 rerep	KB-V1 MDR tox	MCF10A rereplic	IL-1B inflam inh	HT1080NT lethal
O=C1C2CC=C(Cl)CC2C(=O)N1CCCCCCN1C(=O)C2CC=C(Cl)CC2C1=O (stereo not given)	-8%	14%	-10	-15%	1%	?	?	11	1%
COc1ccccc1Cc1c(-c2ccc(F)cc2)nc2ccc(Cl)cn12	1%	0%	2	-7%	nt	10%	nt	26	-1%
O=C(CSc1nc2ccc(Cl)cc2[nH]1)NCc1ccco1	-4%	5%	-4	-6%	-2%	?	?	-67*	-8%
O=C(CSc1nnc(SCc2ccc(Cl)cc2)s1)N1CCOCC1	4%	12%	1	3%	-5%	-10%	10%	-17	11%

Sorted by formula weight (low to high): part of the list above.
SMILES	HT1080 IDH1KD tx	KB-3-1 cytotox	DRD3 agonist	HEK293 tox	SW480 rerep	KB-V1 MDR tox	MCF10A rereplic	IL-1B inflam inh	HT1080NT lethal
Cc1ccc(S(=O)(=O)CC(=O)N2CCCC2)cc1	8%	13%	-2	9%	-9%	?	2%	-2	15%
COc1cccc(C(=O)NC(C)CCc2ccccc2)c1 (stereo not given)	6%	13%	-10	-6%	?	27%	-6%	14	4%
Cc1ccc(C(=O)NCC(=O)OCC(=O)c2c(N)n(C)c(=O)n(C)c2=O)s1	12%	5%	3	0%	-1%	0%	-1%	21	3%

Among those listed so far, 2 contain a furan ring, fused or not:
SMILES	HT1080 IDH1KD tx	KB-3-1 cytotox	DRD3 agonist	HEK293 tox	SW480 rerep	KB-V1 MDR tox	MCF10A rereplic	IL-1B inflam inh	HT1080NT lethal
CCc1nnc(NC(=O)c2ccc(COc3ccccc3C)o2)s1	5%	-2%	2	-9%	3%	16%	-3%	54	3%
O=C(CSc1nc2ccc(Cl)cc2[nH]1)NCc1ccco1	-4%	5%	-4	-6%	-2%	?	?	-67*	-8%

Remaining list, next part
SMILES	HT1080 IDH1KD tx	KB-3-1 cytotox	DRD3 agonist	HEK293 tox	SW480 rerep	KB-V1 MDR tox	MCF10A rereplic	IL-1B inflam inh	HT1080NT lethal
CCOC(=O)c1csc(-c2sccc2Br)n1	-10%	14%	-8	-12%	?	-2%	0%	32	6%
CCCCN(CC)Cc1ccc(CNC(=S)Nc2ccc(C)cc2Cl)o1	-27%	6%	-16	6%	?	-14%	-1%	-62*	?
COC(=O)C(N)Cc1ccc(O)c(O)c1 (stereo not given)	-2%	-2%	4	-18%	?	?	-1%	76	-1%
COc1ccccc1CNC(=O)C1CC2Cn3c(nc4ccccc43)C2N1C (stereo not given)	-7%	3%	-11	0%	-30%[9.22 µM]	?	-1%	8	2%
CCc1nnc(NC(=O)CSc2nc(C)cs2)s1	13%	13%	-8	9%	-2%	-8%	-3%	-15	27%
NC1=NC(=O)C2(COC(c3cccnc3)OC2)S1 (stereo not given)	17%	-7%	4	16%	30%	10%	-39%[inhibitor]	1	18%
CCn1cc(C(=O)OC)c(=O)c2ccc(C)nc21	25%	-4%	0	6%	?	3%	-1%	9	9%
O=C(Cn1cc([N+](=O)[O-])ccc1=O)NCC(=O)Nc1ccc(F)c(F)c1F	3%	?	8	0%	-3%	?	-27%	-1	2%
Fc1ccc(CSc2ccc(-c3cccs3)nn2)cc1	8%	9%	1	-11%	0%	12%	-3%	-3	2%
CCS(=O)(=O)c1ccc(O)c(NC(=O)/C=C/c2ccccc2)c1	-2%	4%	-1	-1%	-4%	-12%	-7%	14	-4%
CCOc1ccc(/C=N/NC(=O)C2CC2)c(OCC)c1	3%	7%	3	1%	3%	-24%	-1%	22	2%
CS(=O)(=O)N1CCN(c2ccccc2NC(=O)Cc2ccc(Cl)cc2)CC1	-48%	-4%	1	8%	9%	0%	14%	-1	2%
CC(C)(C)c1ccc(CC(=O)N2CCC2(C)C(=O)NS(=O)(=O)Cc2ccccc2)cc1 (stereo not given)	2%	0%	5	1%	nt	2%	nt	21	15%
O=C(Nc1ccsc1C(=O)O)c1cccc(Oc2ccccc2)c1	-18%	?	7	-1%	-1%	-5%	-3%	27	-8%
COc1ccc(Cc2nnc(SCc3c(C)noc3C)n2C2CCCCC2)cc1OC	-2%	0%	-1	65%[activator]	3%	?	?	25	-3%
Cc1ccccc1/C=N/n1c(COc2ccccc2)n[nH]c1=S	-26%	-1%	-4	-7%	-5%	10%	3%	8	-9%
CC1CCN(c2ncccc2C(=O)O)CC1	29%	3%	10	1%	-5%	5%	-1%	1	4%
COc1ccc([N+](=O)[O-])cc1NC(=O)C(C)OC(=O)c1ccccc1C(=O)c1ccc(Cl)cc1 (stereo not given)	6%	-11%	-5	-22%	2%	-26%	-4%	0	5%
O=C(NCCc1ccc(C(F)(F)F)cc1)c1ccc2c(c1)OCO2	1%	8%	2	-30%	-5%	0%	-3%	5	3%[9.24 µM]
CC(C)c1ccc(NC(=O)C(c2ccccc2)N2CCOCC2)cc1 (stereo not given)	13%	-2%	-8	-5%	1%	7%	-4%	-3	17%
CCOC(=O)c1c(NC(=O)c2ccoc2C)sc(C)c1C	12%	?	-3	-4%	-7%	?	-10%	0	21%
CN(CC(=O)Nc1cccc(C(F)(F)F)c1)C1=NS(=O)(=O)c2ccccc21	1%	-1%	-2	-1%	-8%	24%	-1%	7	0%
COC(=O)c1ccc(CN2CCN(CCCc3ccccc3)C(CCO)C2)cc1 (stereo not given)	-6%	-15%	0	-20%	5%	-14%	?	-19	0%
COc1ccc(CCN2CC(C(=O)NCc3c(C)n[nH]c3C)CCC2=O)cc1 (stereo not given)	1%	-14%	-2	3%	-11%	3%	1%	5	0%
COc1ccc(NS(=O)(=O)c2cc(NC(=O)CCc3ccccc3)ccc2N2CCOCC2)cc1	-9%	?	-6	-25%	2%	?	3%	-30	-13%
Cc1ccc(N(CC(=O)Nc2ccc3c(c2)OCCO3)S(C)(=O)=O)cc1	0%	-2%	-12	0%	-2%	-19%	-1%	-11	13%
Cc1ccc(C(=O)Nc2ccnc(-c3cccnc3)n2)cc1	10%	9%	2	1%	-3%	0%	21%	15	19%
CC1(NC(=O)NCCCCCCNC(=O)NC2(C)CCS(=O)(=O)C2)CCS(=O)(=O)C1 (stereo not given)	13%	2%	-1	?	-19%	16%	-1%	1	12%
CCOc1ccc(CONS(=O)(=O)c2ccc(NC(C)=O)cc2)cc1Cl	-17%	1%	-6	27%	?	?	25%	-9	-7%
N/C(=N\OC(=O)c1ccco1)c1ccc(Br)cc1	18%	0%	7	1%	0%	-5%	-2%	-3	29%
